S1P3 antag: S1P3 receptor antagonists, primary screen, cell-based; inhibition, % at 4.98 µM; CHO S1P3 NFAT-BLA reporter, FRET fluorescence, antagonist mode; Sphingosine 1-phosphate receptor 3 (Homo sapiens), Q99500; 170,000 compounds, 0.27% hits;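 active = inhibition above the plate cutoff, the mean inhibition of test wells on that plate plus 3 SD, cut at about 28% in these data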;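 note: cells challenged with S1P at its EC80 of 0.8 µM; blue over green emission ratio from cleaved BLA substrate after 4 h stimulation; 0% = S1P-stimulated wells and 100% = unstimulated DMSO-only wells; some compounds past the cut are filed as inactive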
Target sequence (Q99500 whole entry, looked up): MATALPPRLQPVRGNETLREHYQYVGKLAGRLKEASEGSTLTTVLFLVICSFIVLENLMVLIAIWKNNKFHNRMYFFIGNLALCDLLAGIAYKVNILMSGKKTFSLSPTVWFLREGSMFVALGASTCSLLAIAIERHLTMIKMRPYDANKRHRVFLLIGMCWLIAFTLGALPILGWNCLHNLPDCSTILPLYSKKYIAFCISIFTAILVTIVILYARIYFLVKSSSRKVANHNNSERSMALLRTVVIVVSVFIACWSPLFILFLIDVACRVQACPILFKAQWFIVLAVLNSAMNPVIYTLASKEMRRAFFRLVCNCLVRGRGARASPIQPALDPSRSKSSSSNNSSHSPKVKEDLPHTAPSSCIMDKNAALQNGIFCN
The depositor's hits bear a star. Some of the compounds tested. The share of hits here may be higher or lower than overall.

structure	S1P3 antag
CSCC[C@H](NC(=O)Nc1ccc(S(N)(=O)=O)cc1)C(=O)O	4
S=C(c1ccc(-c2ccc(Br)cc2)o1)N1CCOCC1	-1
CCCc1c(C(=O)Nc2cc(C(C)(C)C)on2)cnn1-c1ccccc1	2
Cc1ccc(-c2csc(N=C(N)N)n2)cc1	-6
Cc1cccc(C)c1NC(=O)CN	-8
c1cc2c3c(cccc3c1)C(N1CCOCC1)=N2	3
Cc1occc1C(=O)Nc1cccc([N+](=O)[O-])c1C	-19
Oc1c(C=C2N=c3ccccc3=N2)sc(=S)n1-c1ccc2ccccc2c1	-3
CCOC(=O)CC1OC(=O)c2cc3c(cc21)C(=O)OC3CC(=O)OCC (stereo unspecified)	1
O=C(NC12CC3CC(CC(C3)C1)C2)OCCNC1CCCCC1	-24
O=C(/C=C/c1ccco1)N(Cc1cccc(Br)c1)C1CCS(=O)(=O)C1 (stereo unspecified)	9
CC(=O)C1=C(C)OC(N)=C(C#N)C1c1cc([N+](=O)[O-])ccc1Cl (stereo unspecified)	0
CCCC/C(O)=C1\C(=O)CCCC1=NCCc1c(C)[nH]c2ccc(OC)cc12	5
CC1CCN(C2CCN(C(=O)c3ccccc3F)CC2)CC1	0
N/C(=N\OC(=O)c1cccc2ccccc12)c1ccccn1	7

Continued.
structure	S1P3 antag
Cc1nc2c(=O)n(-c3ccc(F)c(Cl)c3)nc(C)c2s1	-3
C/C(=N\NC(=O)CSc1nc(C)cc(C)n1)c1ccc([N+](=O)[O-])cc1	-7
O=C1/C(=C/c2ccsc2)N2CCC1CC2	4
N#CC(C#N)=C(N)Nc1cccc(Cl)c1	-2
Cc1ccc(CN2CCN(Cc3nc4ccccc4nc3C)CC2CCO)cc1 (stereo unspecified)	16
CCc1ccc(S(=O)(=O)NCc2ccc(N3CCN(C)CC3)cc2)cc1	-4
COC(=O)c1c(C)[nH]c(C(=O)C(C)OC(=O)C2=NNC(=O)CC2)c1C (stereo unspecified)	4
c1ccc(-c2cn(-c3ccccc3)c3[n+]2CCCS3)cc1	-6
CC1Cc2nc(SCC(=O)Nc3ccc4c(c3)OCO4)n(-c3ccc(F)cc3)c(=O)c2S1 (stereo unspecified)	1
O=C(O)CNc1nc(-c2ccccc2)nc2c1oc1ccccc12	3
COc1ccc(/C=N/N=C2/SCC(=O)N2Cc2ccccc2)cc1	16
CCN(CC)CCn1c(C)nc2ccccc21	-3
Cc1nn2c(NCCN(C)C)c3c(nc2c1-c1ccccc1)CCCC3	-6
S=C(NCc1ccco1)Nc1ccccc1Cl	6
Cc1nc2cc(-c3cccc(F)c3)nn2c(N2CCOCC2)c1C	-10

Continued.
structure	S1P3 antag
O=C(O)CC(SCC(=O)NC1CCCc2ccccc21)C(=O)O (stereo unspecified)	1
O=c1[nH]c(-[n+]2ccccc2)c(/C=N/N=C(\[O-])c2ccccc2)s1	-8
O=c1c2cc3c(nc2[nH]c(=S)n1-c1ccccc1)CCCC3	11
CCNC(=O)COC(=O)CCC(=O)c1ccc(F)cc1	5
Cc1cc(C)cc(NC(=O)Nc2cc(-c3ccccc3)nn2C)c1	-2
Nc1cc(S(=O)(=O)Nc2ccccc2Cl)ccc1N1CCCC1	1
COc1ccc(Br)c(C(=O)Nc2ccc(F)cc2)c1	-12
CCOC(=O)c1cc(C#N)c(N2CCN(C(=O)c3cccc(C(F)(F)F)c3)CC2)nc1C(F)(F)F	3
COc1ccc(CNC(=S)N/N=C(\C)c2ccc(OC)cc2)cc1	-6
Nc1c(C(=O)N/N=C/c2ccc(F)cc2)oc2nc(-c3ccccc3)cc(-c3ccco3)c12	20
CC1(C)C2CCC1(CS(=O)(=O)Nc1cccc(S(N)(=O)=O)c1)C(=O)C2 (stereo unspecified)	-20
Cc1nc(CS(=O)(=O)c2ccccn2)sc1C(=O)NNC(=O)c1ccccc1	7
COCCNC(=S)N=Nc1c(O)[nH]c2ccc([N+](=O)[O-])cc12	-15
CCOc1ccccc1/C=C(/C#N)C(N)=O	-7
Cc1ccc(S(=O)(=O)N2CCOCC2)cc1NC(=O)CSc1nc(N)cc(=O)[nH]1	-3

Continuation:
structure	S1P3 antag
CC1=NN(S(=O)(=O)c2ccc(C)cc2)C(=O)c2ccccc2O1	10
CCc1ccc(C(=O)NNc2ccc(F)cc2F)cc1	12
O=C(O)c1ccc(N/N=C/c2ccc3nccnc3c2)cc1	-14
CC(=O)c1c(C(=O)O)c2ccccc2[nH]c1=O	-8
CC(C)N(C(=S)Nc1cccnc1)c1ccccc1	22
CCOC(=O)C1CCCN(c2c(NCCc3ccc(Cl)cc3)c(=O)c2=O)C1 (stereo unspecified)	0
Cc1ccn2cc(-c3ccc(Br)cc3)nc2c1	5
Cc1cc(NC(=O)CN2C(=O)c3ccccc3C2=O)no1	-13
Cn1c(C(=O)c2ccncc2)cc2ccccc21	-6
C#CCOc1ccccc1C(N)=O	-1
COCCOC(=O)C1=C(C)NC(C)=C(C(=O)OCCOC)C1/C=C/c1ccccc1OC	-16
CC(=O)Nc1c(C)cc(OCC(=O)O)cc1C	-9
Cc1ccccc1OCC(=O)N/N=C/c1sc(=O)n(Cc2cccc(C(=O)O)c2)c1Cl	-10
CSCC[C@H](NC(=O)OC(C)(C)C)C(=O)N/N=C/c1cccc2cccnc12	14
CCCCCc1c(O)nc(SCCN(C)C)[nH]c1=O	2

Part of the list above in order of heavy-atom count, smallest number first.
structure	S1P3 antag
CC(=O)Nc1c(C)cc(OCC(=O)O)cc1C	-9
Cn1c(C(=O)c2ccncc2)cc2ccccc21	-6
CCCCCc1c(O)nc(SCCN(C)C)[nH]c1=O	2
CCc1ccc(C(=O)NNc2ccc(F)cc2F)cc1	12
CC1=NN(S(=O)(=O)c2ccc(C)cc2)C(=O)c2ccccc2O1	10

(further entries)
structure	S1P3 antag
O=c1c(-c2cccc([N+](=O)[O-])c2)[n+]([O-])c2ccccc2n1O	-5
O=[N+]([O-])c1ccc2c(c1N1CCCCC1)=NC1(CCCCC1)[N+]=2[O-]	-4
CNC(=O)CCCCC(=O)N/N=C/c1ccc(Cl)cc1Cl	-13
CC12CCC(C(=O)Nc3cccc(Cl)c3Cl)([C@H](Br)C1=O)C2(C)C (stereo partly specified)	5
O=C(/C=C/c1cccc(F)c1)Nc1ccc(S(=O)(=O)Nc2ncccn2)cc1	-9
O=C(O)CC1(CC(=O)Nc2cc3ccccc3cn2)CCCCC1	3
CCCCOC(=O)c1ccc(NC(=O)C(=O)NCCN(CC)CC)cc1	-2
CC(C)(C)OC(=O)N1CCC[C@H]1c1nnc(SCC(=O)Nc2ccc(Br)cc2)o1	-14
Cn1ccc(C(=O)NC(=S)N2CCSCC2)n1	-12
COc1ccccc1NC(=O)c1c(C)nc2ccccc2c1C(=O)O	5
CCc1ccc(Nc2nnc(SCC(=O)Nc3ccc(C(=O)O)cc3)s2)cc1	0
FC(F)(F)c1ccc(Cl)c(NC(=S)N/N=C/c2ccccc2Cl)c1	3
Cc1cc(C)[n+](-c2ccc(Oc3ccccc3)c(S(=O)(=O)[O-])c2)[nH]1	-12
C=CC(=O)NC(NC(=O)C=C)c1ccccc1F	0
CN(Cc1ccccc1)S(=O)(=O)c1ccc(N2CCOCC2)nc1	4

The results go on.
structure	S1P3 antag
CC(/C=C/c1ccccc1)=N\NC(=O)c1cc(C)nc2ccccc12	-3
Cc1nc(-c2ccc(S(=O)(=O)N3CCN(CCc4ccccc4)CC3)s2)cs1	-3
Cc1nnsc1C(=O)N1CCN(c2ccc(C#N)cn2)CC1	8
O=C(c1cccc(C(F)(F)F)c1)N1CCc2c([nH]c3ccccc23)C1C(F)(F)F (stereo unspecified)	7
Cc1ccc(Nc2nc(N)nc(CCl)n2)c(C)c1	-3
Cc1ccc(C(=O)Nc2cccc(-c3nc4ncccc4o3)c2)cc1	2
CN(C(=O)COC(=O)c1cc(S(=O)(=O)N2CCCCC2)ccc1N1CCOCC1)C1CCS(=O)(=O)C1 (stereo unspecified)	-15
C1CCCCCC(=NNc2nn[nH]n2)CCCCC1	-16
Nc1nc2ccc([N+](=O)[O-])cc2[nH]1	0
O=C(Nc1ccc(F)cc1)Nc1ccc(NC(=O)c2ccccc2O)cc1	7
COC(=O)NC(NS(=O)(=O)c1ccccc1)(C(=O)OC)C(F)(F)F (stereo unspecified)	6
CCOC(=O)/C=C(C)\C=C\c1c[nH]c2ccccc12	2
CCOC(=O)c1cnc2c(F)ccc(F)c2c1Sc1ccccc1	-13
NC(N)=Nc1nc2ccccc2o1	-11
CSc1sc(-c2ccnc(SCC(=O)C(C)(C)C)n2)c2c1C(=O)CC(C)(C)C2	-16

In the list so far, these have a thiophene ring, fused or not.
structure	S1P3 antag
O=C1/C(=C/c2ccsc2)N2CCC1CC2	4
Cc1nc(-c2ccc(S(=O)(=O)N3CCN(CCc4ccccc4)CC3)s2)cs1	-3
CSc1sc(-c2ccnc(SCC(=O)C(C)(C)C)n2)c2c1C(=O)CC(C)(C)C2	-16

The listing continues.
structure	S1P3 antag
Oc1ccc(/C=N/N2CCN(C3c4ccccc4-c4ccccc43)CC2)cc1	-8
O=C(CN1CCc2ccccc21)NN1CC(=O)N(c2ccc(Cl)cc2)CC1=O	-2
Nc1nc(N)c2c(ccc3nccc32)[nH]1	-3
O=C(CSc1ncc(S(=O)(=O)c2ccccc2)c(=O)[nH]1)Nc1ccccc1Cl	-6
CCOC(=O)CNc1ccc(OC(F)(F)F)cc1	11
Nc1nc(C2CCOCC2)cs1	-10
COc1ccc(-c2c(=O)n(OCc3nc4ccccc4[nH]3)c3ccccc3[n+]2[O-])cc1	0
CNc1nc2c(Cl)cc(Cl)cc2s1	-3
CC(=O)N1CCN(Cc2nc3cc(NC(=O)c4cccc(Br)c4)ccc3n2C)CC1	1
Cc1cc(C(=O)NNc2c(Cl)cccc2Cl)n(C(C)(C)C)n1	2
Cc1c(/C=N/Nc2ccc(C(=O)O)cc2)c2ccccc2n1C	-9
CCN(CC)c1ccc(/C=N/NC(=O)c2ccoc2C)cc1	8
COc1ccc(CNC(=O)c2cc(C)nn2-c2ccccc2)cc1	-16
c1coc(CSc2ncnc3c2oc2ccccc23)c1	-2
O=C(/C=C/Nc1ccc(S(=O)(=O)Nc2ncccn2)cc1)c1cccs1	4

(more compounds)
structure	S1P3 antag
O=C(NCc1ccccn1)C(=O)Nc1nc(-c2ccccc2)cs1	15
O=C(N/N=C/c1cc(Br)cc(Br)c1O)c1cccc(S(=O)(=O)N2CCOCC2)c1	-3
Cc1ccc(S(=O)(=O)N(C)CC(=O)OCC(=O)NC(=O)NC(C)C)cc1	10
N#CCc1ccc(Oc2ccc([N+](=O)[O-])cn2)cc1	13
Cc1cc(C(=O)NNC(=O)NC(C)C)no1	2
CC(=O)CSc1cc(C)nc2c(-c3ccccc3)c(C)nn12	-7
CC1CCCC(C)N1/N=C/c1ccc(C(=O)O)cc1 (stereo unspecified)	-5
N#Cc1c(N2CCOCC2)nsc1-c1ccccc1	1
CC(C)c1ccc(N=C2N=C(N)c3ccccc32)cc1	-3
COP(=O)(OC)C(Nc1ccc([N+](=O)[O-])cc1)c1ccccc1 (stereo unspecified)	-1
CCCCCCCC1(C)NC(=O)NC1=O (stereo unspecified)	-11
COc1ccc(C2=NN(C(=O)c3ccco3)C(c3cc4ccccc4nc3Cl)C2)cc1 (stereo unspecified)	-1
Cc1cc(NC(=O)c2cc3cccc([N+](=O)[O-])c3[nH]2)ccc1F	16
CCCOc1cccc(C2C(C(=O)c3cccs3)=C(O)C(=O)N2Cc2cccnc2)c1 (stereo unspecified)	-10
Cc1ccc(C(C)C)c(OC/C(O)=C(\C#N)c2nc3ccccc3[nH]2)c1	-10

The results go on.
structure	S1P3 antag
CCOP(=O)(CN(CC)C(=O)c1ccccc1Br)OCC	-1
Nc1ncncc1-c1ccc(Cl)cc1	3
C/C(Cn1nnc([N+](=O)[O-])n1)=N\NC(=O)c1ccc(O)cc1	-4
O=[N+]([O-])c1cccc(/C=C/c2nc[nH]c2[N+](=O)[O-])c1	6
FC(F)(F)c1cnc(N/N=C/c2ccncc2)c(Cl)c1	-1
COc1ccc(OC)c(/C=N/NC(=O)CCc2c(C)n[nH]c2C)c1	3
CN(Cc1nc2c(s1)CCCC2)C(=O)CCc1nnc(-c2ccc3c(c2)OCO3)o1	-10
O=C1NC(=S)S/C1=C\c1coc2ccc(O)cc2c1=O	-7
Brc1ccc(C2=Nn3c(Cn4nnc5ccccc54)nnc3SC2)cc1	16
Cc1cc(/C(N)=N/OC(=O)c2cccc(Cl)c2)no1	4
CCOc1ccc(-n2c(SCC(=O)Nc3nccs3)nnc2-c2ccoc2C)cc1	-9
COC(=O)c1ccccc1NCCO	8
CCC(=O)Nc1ccc(C=C(C(C)=O)C(C)=O)cc1	-15
Cc1cc(Cl)ccc1OCC(=O)Nc1ccccc1NS(=O)(=O)c1cccs1	-6
CC1CCc2c(sc(/N=C/c3cccnc3)c2C(N)=O)C1 (stereo unspecified)	-4
Cc1nc2c(ncn2-c2ccccc2)c(=O)n1NC(=O)CN1CCOCC1	7
CN(C)c1ccc(-c2noc(C3CCN(C(=O)Nc4ccc(Cl)cc4)CC3)n2)cc1	-17
CCOC(=O)C1(Cc2ccc(OC)cc2)CCN(C(=O)CCn2cccn2)CC1	-15

Source: PubChem
